# TCR act: activators of T cell receptors. primary human leukocytes, anti-CD3, IL-2 HTRF, 48 h. Potency, µM (series often up to 9.22 µM), for inactives: at the highest dose activation of IL-2 secretion, actives largely listed as activators. 330,000 tested, under 10 active; further: % of control where 0% means no effect
#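 Primary human leukocytes incubated 48 hr with anti-CD3 beads plus compound, without co-stimulation. Secreted IL-2 measured by HTRF (europium cryptate/d2 anti-IL-2 pair, 320 nm excitation, 665 nm emission).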
# Chronic BCR inh: inhibitors of chronic active B-cell receptor signaling; ABC-DLBCL IkBa-CBG/CBR reporter, luminescence ratio, 4 h; 0.05% of 340,000 active; Potency, µM (highest dose often 46.1 µM), without a hit: top-dose ratio change, negative = lower green/red ratio, usual class: inhibitors; active means well fitted inhibition curve with a large enough effect in the signal ratio, with a control signal flat, not every such curve was filed as active; inconclusive means small, poorly fitted or top-dose-only effect, or effect the other way, or a change in a side signal; the % refers to the signal ratio;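 further: potency means the concentration at half of the fitted maximal effect; plate controls were basal doxycycline-induced cells for no effect and cells given 10 µM MG132 for full effect; MG132 reads +100%, hits lower the ratio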
#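 TMD8 human ABC-DLBCL cells with doxycycline-inducible IκBα–green luciferase fusion and unfused red luciferase, in 0.5% FBS medium; compounds up to 46 uM, 4 h at 37C. Green/red luminescence ratio, filter-overlap corrected, fitted to concentration-response curves.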
# AT treatment: potential ataxia-telangiectasia treatment. […] A-T fibroblasts, KAP-1 phosphorylation AlphaLISA; neocarzinostatin DNA damage 30 min before lysis. Potency, µM (titrated, usually from 57.5 µM), for inactives: top-dose activation, actives largely listed as activators. 0.19% of 320,000 active; further: potency means the concentration at half of the fitted maximal effect; % of control where 0% means no effect; nearly all actives have a fitted effect of over 45% in size
#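 hTERT-immortalized A-T patient fibroblasts ([…]), 500 cells/well in OPTI-MEM, 1% FBS, got compounds for 60 min, then NCS for 30 min at 37C. Lysates were then assayed for phospho-KAP-1 by AlphaLISA (anti-pKAP1 donor, anti-KAP1 acceptor beads), 6 hr at 25C.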
# GALK inhibitor: blocks human galactokinase activity. AID 1868. Purified GALK, Kinase-Glo residual ATP luminescence. 0.007% of 270,000 active. Potency, µM (doses to about 57.5 µM), for the others: top-dose activity change, negative = inhibition, most hits filed as inhibitors; further: potency means the concentration at half of the fitted maximal effect; on the % scale 0 is the no-effect control and ±100 the full control effect
#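 5 nM enzyme, 35 uM ATP, 100 uM galactose, 20 mM HEPES pH8.0, 5 mM MgCl2; 1 h RT; residual ATP by Kinase-Glo Plus luminescence, qHTS format.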
# MLL CXXC-DNA inh: inhibitors of human MLL CXXC domain-DNA interaction. Q03164. MLL-CXXC / FITC-HOXA9 DNA fluorescence polarization. AID 2662. 0.037% of 290,000 active. Potency, µM (titrated, usually from 115 µM), for the others: at the top dose activity change, negative = inhibition, hits mostly inhibitors; active means well fitted inhibition curve with a large enough effect in the polarisation, with a control signal flat, not every such curve was filed as active; inconclusive means small, poorly fitted or top-dose-only effect, or effect the other way, or a change in a side signal; inactive means no such curve, though single readings can be large or run the other way; the % refers to the polarisation; further: potency means the concentration at half of the fitted maximal effect
#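 Purified MLL-CXXC (added from a 7 uM solution) was preincubated 5 min at ambient with pinned compounds in 50 mM Tris-HCl pH 7.5, 50 mM NaCl, 1 mM DTT, 0.05% BSA. Fluorescein-labeled HOX-A9 DNA (50 nM solution) followed, 30 min, then polarization read.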
# Giardia killer: Giardia lamblia killing. activity change, % at 7.66 µM, hits read low. Giardia lamblia trophozoite viability. 0.15% of 340,000 active. AID 540267; in the data active means activity change below about -80%; inconclusive means between about -30% and that limit;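 further: parasites exposed to compound for two days anaerobically before the ATP read; on the % scale 0 is the no-effect control and ±100 the full control effect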
#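 Luminescent ATP signal served as the viability read-out, measured 15-30 min after adding ATP detection reagent to trophozoites that had been incubated with compounds for 48 hrs at 37 deg C anaerobically at 100 cells/well.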
# Tb PFK block: T. brucei PFK enzyme inhibition | 0.17% of 330,000 active | T. brucei PFK, ADP-Glo luminescence | O15648 | Potency, µM (titrated, usually from 57.5 µM), inactives show top-dose activity, negative = inhibition, actives largely listed as inhibitors;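 further: potency means the concentration at half of the fitted maximal effect; 0% = uninhibited 1x PFK enzyme wells and -100% = no-enzyme wells; nearly all actives have a fitted effect of over 60% in size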
#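 ADP-Glo luminescence quantified ADP after 45 min at room temperature, with 1.25 nM T. brucei PFK, 0.1 mM ATP and 0.5 mM fructose-6-phosphate in pH 8.0 TEA buffer. qHTS titrations up to 57 µM; curves classified by quality.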
# Coupling enz: inhibits coupling enzyme system, counter-screen for aldolase hits | activity change, negative = inhibition, % at 58.2 µM, hits read low | AID 2472 | coupling enzyme system counterscreen, AmpLite Red fluorescence | 0.67% of 290,000 active; in the data active means activity change below about -30%; further: on the % scale 0 is the no-effect control and ±100 the full control effect
#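 Compounds tested against the coupling enzymes alone at 57.5 uM final; readout was AmpLite Red fluorescence (525/598 nm) after 20 min at RT.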
# KCNH2 WT inh: blocks the wildtype human KCNH2 potassium channel; U2OS, BacMam KCNH2, thallium flux FluxOr; hits give low values; activity change, % at 1.84 µM; Q12809; 0.37% of 340,000 active; AID 720551;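 active means maximum activity change below -70%; inconclusive means maximum activity change between -70% and -50%; inactive means maximum activity change above -50%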; further: on the % scale 0 is the no-effect control and ±100 the full control effect
# Target sequence (Q12809 whole entry, looked up): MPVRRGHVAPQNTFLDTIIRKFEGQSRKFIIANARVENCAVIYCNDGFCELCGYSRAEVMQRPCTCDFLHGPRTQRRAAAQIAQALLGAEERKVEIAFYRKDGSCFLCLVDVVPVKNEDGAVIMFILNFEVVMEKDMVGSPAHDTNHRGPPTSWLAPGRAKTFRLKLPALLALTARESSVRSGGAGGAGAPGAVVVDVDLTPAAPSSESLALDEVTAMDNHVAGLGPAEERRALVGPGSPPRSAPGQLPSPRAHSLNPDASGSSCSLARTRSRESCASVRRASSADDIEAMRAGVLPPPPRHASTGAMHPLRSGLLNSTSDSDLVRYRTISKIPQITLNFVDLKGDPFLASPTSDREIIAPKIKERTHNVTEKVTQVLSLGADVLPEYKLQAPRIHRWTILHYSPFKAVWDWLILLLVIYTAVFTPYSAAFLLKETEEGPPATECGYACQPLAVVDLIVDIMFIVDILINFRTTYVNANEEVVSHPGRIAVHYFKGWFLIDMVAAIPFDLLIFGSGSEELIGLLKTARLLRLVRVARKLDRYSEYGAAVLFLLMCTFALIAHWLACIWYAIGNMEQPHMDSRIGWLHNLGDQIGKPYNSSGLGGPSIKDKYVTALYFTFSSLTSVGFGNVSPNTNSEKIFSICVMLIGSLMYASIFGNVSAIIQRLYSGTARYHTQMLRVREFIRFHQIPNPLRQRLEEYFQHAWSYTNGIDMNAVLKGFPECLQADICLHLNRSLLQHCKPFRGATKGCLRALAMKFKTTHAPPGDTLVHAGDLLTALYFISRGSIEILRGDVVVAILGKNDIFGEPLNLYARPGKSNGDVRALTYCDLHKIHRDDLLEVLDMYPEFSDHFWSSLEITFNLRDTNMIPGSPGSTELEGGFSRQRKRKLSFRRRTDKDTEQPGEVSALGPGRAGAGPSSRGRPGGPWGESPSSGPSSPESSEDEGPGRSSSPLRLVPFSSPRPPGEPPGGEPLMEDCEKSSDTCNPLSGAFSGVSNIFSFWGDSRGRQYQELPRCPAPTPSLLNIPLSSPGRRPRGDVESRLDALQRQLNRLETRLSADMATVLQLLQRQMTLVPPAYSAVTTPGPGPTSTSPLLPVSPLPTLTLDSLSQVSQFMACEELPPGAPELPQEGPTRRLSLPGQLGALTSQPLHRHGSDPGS
#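 U2OS cells were transduced with wild-type KCNH2 virus (2.03 x 10^8 / mL) for 4 h at room temperature, then cultured overnight at 37 C. Thallium flux was read with FluxOr dye. Rate constants were normalized to DMSO controls.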
# TSHR antag: antagonists of human thyroid stimulating hormone receptor; TSHR-expressing cells, TSH-stimulated cAMP HTRF, 2 h; hits give low values; 0.2% of 330,000 active; activity change, negative = inhibition, % at 11.5 µM; AID 504810;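 active means activity change below a set negative limit, meaning inhibition stronger than a set level, cut at about -70% in these data; inconclusive means activity change between two set negative limits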; further: on the % scale 0 is the no-effect control and ±100 the full control effect
#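 Inhibition of cAMP made by TSHR-expressing cells under TSH stimulation (4nM final, EC80; 2 h, 37 deg C) is quantified with a one-step lysis HTRF kit, anti-cAMP cryptate versus cAMP-d2.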
# * marks the source's active call; other numbers are inactive results; ? = inconclusive; · = no result given; [ ] = dose if it differs, or a comment. Unless noted, the call rests on the fitted dose curve; in most records, active means well fitted curve in the direction sought with a large enough effect; inconclusive means small, poorly fitted or top-dose-only effect, or another doubt; inactive means no such curve, though single readings can be large; an effect the other way counts as inactive or inconclusive.
entry | molecule | Chronic BCR inh | TCR act | Coupling enz | Giardia killer | MLL CXXC-DNA inh | TSHR antag | Tb PFK block | KCNH2 WT inh | AT treatment | GALK inhibitor
1 | CCOC(=O)C1CCCN(C(=O)c2cn(CC)c3ccc(S(=O)(=O)N4CCCC4)cc3c2=O)C1 (stereo not drawn) | 4% | 2% | 0 | -3 | 2% | 8 | 0% | -4 | 3% | 3%
2 | COc1ccc(NC(=O)c2cc([N+](=O)[O-])ccc2N2CCCCC2)cc1OC | -10% | -3% | · | -1 | · | 2 | -12% | -6 | 10% | ·
3 | Cc1[nH]n(-c2ccccc2)c(=O)c1C(=O)c1ccc([N+](=O)[O-])cc1 | -18% | 2% | 12 | -5 | 5% | 5 | 1% | -17 | 1% | 4%
4 | COCCCNC(=O)C1CCCN(S(=O)(=O)c2cccc3nsnc23)C1 (stereo not drawn) | 1% | 13% | 4 | -18 | -9% | -1 | -3% | 5 | 1% | -1%
5 | COc1ccc(NC(=O)CC2C(=O)N(CCc3ccccc3)C(=S)N2Cc2cccnc2)cc1 (stereo not drawn) | ? | 1% | -1 | 9 | -9% | 15 | 0% | 6 | -7% | -2%
6 | O=C(COC(=O)c1cnc(Cl)c(Cl)c1)NCc1ccco1 | 8% | 0% | -1 | 38[activator] | 1% | -8 | -17% | -14 | -2% | -1%
7 | Fc1ccc(/C=N/Nc2ccccn2)cc1 | ? | -29%[46.1 µM] | -3 | -16 | -4% | -2 | 0% | -1 | 11% | -4%
8 | COc1ccc(C[C@](C)(N)C(=O)O)cc1OC | 23µM* | 7% | · | 11 | · | 9 | -3% | -9 | 22% | ·
9 | O=C(N1CCCCCC1)N1CCN(C(=O)N2CCCCC2)CC1 | 11% | 6% | 0 | 14 | 1% | 4 | -6% | -2 | 4% | 0%
10 | CN(C)c1ccc(C(CNS(=O)(=O)c2ccc([N+](=O)[O-])cc2)N2CCCC2)cc1 (stereo not drawn) | 4% | -35% | · | 36[activator] | · | 11 | 4% | 42 | -9% | ·
11 | O=c1ccnc(S/C=C/c2ccccc2)[nH]1 | ? | -3% | 7 | -5 | -8% | -13 | -2% | -29 | 0% | 4%
12 | CS(=O)(=O)N1CCN(Cc2ccc(C(F)(F)F)cc2)CC1 | -16% | 8% | -3 | -21 | -2% | 16 | -28% | 33 | · | 2%
13 | Cc1ccc(NC(=O)C2CCCN2C(=O)NC2CCCCC2)c(C)c1 (stereo not drawn) | 2% | 6%[46.1 µM] | 3 | -9 | 19% | 18 | 1% | -3 | -3% | -3%
14 | Cc1nc2nc(-c3cccnc3)[nH]n2c(=O)c1Cc1ccccc1 | ? | 3% | 2 | -3 | -1% | -4 | 3% | -1 | 2% | 0%
15 | CC(=O)NS(=O)(=O)c1ccc(NC(=O)CC(C)c2ccccc2)cc1 (stereo not drawn) | -3% | 5% | 1 | 10 | -3% | -3 | 1% | 0 | -4% | -1%
16 | CC1CN(C(=S)SCCN2Cc3ccccc3C2=O)CC(C)O1 (stereo not drawn) | 0% | -3%[46.1 µM] | 1 | 23 | 2% | 5 | 5% | 5 | -1% | -1%
17 | O=C(c1coc2ccc(O)cc12)C1CC1 | ? | 2% | 1 | 4 | 23% | 5 | 1% | 5 | · | 0%
18 | CC(C)c1ccc(CSc2ccc(S(=O)(=O)N3CCOCC3)cn2)cc1 | 5% | 0% | · | -13 | · | -36 | 0% | -3 | 8% | ·
19 | CC(C)NC(=O)NC(=O)CSc1ccccc1F | 7% | -7%[46.1 µM] | 4 | 11 | 6% | 4 | 5% | 1 | 1% | 2%
20 | CCOC(=O)c1cnc2c(ccc3ccccc32)c1NCCN(C)C | 0% | -5% | -2 | ? | -2% | 3 | -1% | 2 | 8% | -1%
21 | Fc1cccc(Cl)c1CSc1ccc(-c2ccco2)nn1 | 8% | 1% | 0 | -7 | 0% | -1 | -4% | 1 | 9% | 0%
22 | CC(C)c1ccc(NC(=S)NC2CCN(Cc3ccccc3)CC2)cc1 | ? | 0%[46.1 µM] | 3 | 2 | 5% | 22 | 3% | 5 | -7% | 0%
23 | O=C(Nc1nnc2n1CCS2)c1ccc(Br)o1 | 1% | -8% | 2 | -18 | 4% | -8 | -2% | 1 | 1% | 3%
24 | Cc1nc(SCc2ccccc2)c(C(F)(F)F)c(=O)[nH]1 | -3% | -6% | 6 | -22 | -6% | -6 | 1% | 1 | 5% | 6%
25 | COc1ccc(-c2ccc(CCC(=O)O)n2NC(=O)c2ccc(O)cc2)cc1 | ? | -3% | -3 | -22 | -2% | -3 | 7% | 2 | 3% | -3%
26 | Cc1[nH]c2ccc(F)cc2c1CCN1C(=O)OC(C)(C)C1(C)O (stereo not drawn) | ? | 1% | -1 | -3 | 4% | 1 | 2% | -1 | 0% | -1%
27 | COc1cc(/C=C2\COC/C(=C\c3cc(OC)c(OC)c(OC)c3)C2=O)cc(OC)c1OC | ? | 3% | 1 | ? | 1% | -24 | 4% | 3 | ? | -9%
28 | NC(=O)CC(NC(=O)Cc1ccc(Br)cc1)c1ccc(NCCN2CCCCC2)c([N+](=O)[O-])c1 (stereo not drawn) | -5% | -2% | -3 | 3 | 9% | -2 | -4% | 21 | 3% | ·
29 | CCOC(=O)C1=C(CC)Nc2ccccc2N=C1NC(=O)c1ccc(OC)c(S(=O)(=O)N2CCCCC2C)c1 (stereo not drawn) | -13% | 2% | -3 | -18 | 0% | -2 | -8% | -3 | -4% | -2%
30 | Cn1cc([N+](=O)[O-])c(C(=O)N(Cc2ccccc2)Cc2ccccc2)n1 | ? | 1%[46.1 µM] | 1 | 4 | 9% | 10 | -3% | 6 | 2% | 2%

# In a second layout: six of the compounds above
5	COc1ccc(NC(=O)CC2C(=O)N(CCc3ccccc3)C(=S)N2Cc2cccnc2)cc1 (stereo not drawn)
6	O=C(COC(=O)c1cnc(Cl)c(Cl)c1)NCc1ccco1
7	Fc1ccc(/C=N/Nc2ccccn2)cc1
8	COc1ccc(C[C@](C)(N)C(=O)O)cc1OC
9	O=C(N1CCCCCC1)N1CCN(C(=O)N2CCCCC2)CC1
10	CN(C)c1ccc(C(CNS(=O)(=O)c2ccc([N+](=O)[O-])cc2)N2CCCC2)cc1 (stereo not drawn)

Screen / compound no.,5,6,7,8,9,10
Chronic BCR inh,?,8%,?,23µM*,11%,4%
TCR act,1%,0%,-29%[46.1 µM],7%,6%,-35%
Coupling enz,-1,-1,-3,·,0,·
Giardia killer,9,38[activator],-16,11,14,36[activator]
MLL CXXC-DNA inh,-9%,1%,-4%,·,1%,·
TSHR antag,15,-8,-2,9,4,11
Tb PFK block,0%,-17%,0%,-3%,-6%,4%
KCNH2 WT inh,6,-14,-1,-9,-2,42
AT treatment,-7%,-2%,11%,22%,4%,-9%
GALK inhibitor,-2%,-1%,-4%,·,0%,·

# (more compounds)
entry | molecule | Chronic BCR inh | TCR act | Coupling enz | Giardia killer | MLL CXXC-DNA inh | TSHR antag | Tb PFK block | KCNH2 WT inh | AT treatment | GALK inhibitor
31 | O=C1Nc2ccccc2O/C1=C\c1ccccc1Br | -19% | -1% | 1 | 0 | 1% | -6 | 1% | 4 | 39% | -1%
32 | O=C(CN1CCSCC1)N/N=C/c1ccc(F)cc1 | -4% | -2% | 2 | -11 | 17% | 15 | -4% | -35 | 1% | 1%
33 | Cc1ccc(CN2CCNC(=O)C2CC(=O)N(C)CCc2cnn(C)c2)cc1 (stereo not drawn) | -2% | 2% | · | -10 | -1% | -1 | 0% | -14 | 9% | -6%
34 | C=CCN(c1ccccc1)S(=O)(=O)c1ccc(Cl)c(C(=O)OCC(=O)N(C)C2CCS(=O)(=O)C2)c1 (stereo not drawn) | 0% | · | 1 | -17 | 2% | -2 | -2% | 8 | 1% | -2%
35 | CCNC(=O)OCC(CC)NC(=O)OCC(C)C (stereo not drawn) | 15% | -2% | 3 | -12 | 11% | 2 | -1% | 14 | -6% | 0%
36 | COC(=O)N1CCN(c2ccc(C(C)=O)cc2)CC1 | 7% | 0% | 3 | 2 | 9% | -4 | -3% | -22 | 1% | 0%
37 | COc1cc2cc(CN(CCc3cccc(C)c3)C(=S)NCCCN3CCOCC3)c(=O)[nH]c2cc1OC | -14% | 5% | -3 | -5 | 6% | -10 | 4% | -5 | -5% | -1%
38 | COCCn1c(SCC(=O)Nc2cc(C)on2)nc2cc(Cl)ccc2c1=O | 1% | 3% | · | 4 | · | 1 | -3% | 9 | 3% | ·
39 | Cc1cc(C)n(-c2ccc(-n3ccnc3)nn2)n1 | ? | · | 5 | 13 | -12% | 3 | 6% | -5 | -19% | 0%
40 | COc1ccc(C(=O)/C=C2/c3ccccc3CC(C)(C)N2C)cc1 | ? | · | 13 | 1 | 14% | -19 | -7% | 15 | -10% | -2%

# Screening data deposited in PubChem by National Center for Advancing Translational Sciences (NCATS).
